LYPLA2 inh: LYPLA2 (human) inhibition in PME1 counter-screen. O95372. recombinant LYPLA2, FP-Rh probe fluorescence polarization. inhibition, % at 5.9 µM. 0.38% of 320,000 active;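 active means inhibition above the screen-wide mean plus 3 SD, limit set per campaign, cut at about 26% in these data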;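 further: 0% = LYPLA2 with DMSO and 100% = wells lacking LYPLA2 enzyme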
PAD4 FP inh: inhibitors of human PAD4. Q9UM07. recombinant PAD4, RCA probe fluorescence polarization. inhibition, % at 6.36 µM. 0.41% of 330,000 active;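 active means percent inhibition above a cutoff equal to the mean of all tested compounds plus 3 SD, cut at about 15% in these data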;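 further: 0% = PAD4 with RCA probe and DMSO and 100% = probe without PAD4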
GSTO1 inh: blocks human GSTO1 in RBBP9 counter-screen. P78417. recombinant GSTO1, activity-based probe fluorescence polarization. inhibition, % at 5.96 µM. 1.1% of 300,000 active. AID 1974;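 active means inhibition above the campaign mean inhibition plus 3 SD, cut at about 35% in these data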;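 further: 0% = GSTO1-1 with DMSO and 100% = wells lacking GSTO1-1 enzyme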
pPAFAH inh: pPAFAH (human) enzyme inhibition; recombinant pPAFAH, FP-rhodamine probe fluorescence polarization; 1.5% of 330,000 active; AID 463082; inhibition, % at 3.39 µM;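 active means inhibition above the mean inhibition across the screen plus 3 SD, cut at about 25% in these data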;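 further: inhibitors block binding of the rhodamine activity-based probe so polarization drops; 0% = enzyme with DMSO and 100% = wells lacking pPAFAH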
PAFAH1B3 inh: PAFAH1B3 (human) inhibition | Q15102 | 0.28% of 340,000 active | recombinant PAFAH1B3, FP-rhodamine probe, fluorescence polarization | inhibition, % at 3.39 µM;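 active means inhibition above the screen-wide average of all tested compounds plus 3 SD, cut at about 25% in these data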;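 further: 0% = enzyme with DMSO only and 100% = wells lacking PAFAH1B3 protein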
PME-1 inh: blocks human protein phosphatase methylesterase 1. recombinant PME-1, FP-Rh probe fluorescence polarization. AID 2130. 0.53% of 320,000 active. Q9Y570. inhibition, % at 5.9 µM;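 active means inhibition above the campaign mean of all compounds plus 3 SD, cut at about 26% in these data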;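 further: competitive labeling of PME-1 active site by serine hydrolase directed probe; 0% = PME-1 with DMSO and 100% = wells lacking PME-1 enzyme; inhibitors block probe labeling so polarization falls and inhibition rises; many of its hits are not listed in these tables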
Target sequence (Q9Y570 whole entry, looked up): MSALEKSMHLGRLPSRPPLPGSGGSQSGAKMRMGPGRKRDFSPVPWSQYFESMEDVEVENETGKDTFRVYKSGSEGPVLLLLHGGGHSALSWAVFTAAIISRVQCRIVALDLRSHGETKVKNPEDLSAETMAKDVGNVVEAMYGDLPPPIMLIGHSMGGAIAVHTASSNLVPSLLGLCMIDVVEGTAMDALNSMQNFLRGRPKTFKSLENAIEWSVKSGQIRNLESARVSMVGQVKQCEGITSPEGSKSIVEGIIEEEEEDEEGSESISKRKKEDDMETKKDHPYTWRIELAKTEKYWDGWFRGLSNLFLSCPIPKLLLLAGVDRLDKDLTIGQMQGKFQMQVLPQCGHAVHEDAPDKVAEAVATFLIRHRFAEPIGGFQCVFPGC
PAFAH1B2 FP inh: inhibitors of human PAFAH1B2; recombinant PAFAH1B2, FP-rhodamine activity probe, fluorescence polarization; P68402; 1.2% of 340,000 active; inhibition, % at 3.39 µM;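 active means inhibition above the mean of all tested compounds plus 3 SD, cut at about 24% in these data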;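 further: 0% = enzyme with DMSO and 100% = wells lacking PAFAH1B2; many of its hits are not listed in these tables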
LYPLA1 counter: counter-screen for PME1 inhibitors: inhibitors of human LYPLA1; recombinant LYPLA1, FP-Rh probe fluorescence polarization; inhibition, % at 5.9 µM; 0.16% of 320,000 active; AID 2174;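 active means inhibition above the mean of all tested compounds plus 3 SD, set per campaign, cut at about 14% in these data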;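 further: inhibitors block serine hydrolase probe labeling of LYPLA1 so polarization falls; 0% = enzyme with DMSO and 100% = wells lacking LYPLA1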
PREPL inhibitor: human PREPL enzyme inhibition; 0.68% of 320,000 active; Q4J6C6; recombinant PREPL, fluorescence polarization activity-based probe; inhibition, % at 5.96 µM; AID 2751; in the data active means inhibition above about 43%;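 further: 0% = enzyme with DMSO and 100% = wells lacking enzyme; many of its hits are not listed in these tables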
Target sequence (Q4J6C6 whole entry, looked up): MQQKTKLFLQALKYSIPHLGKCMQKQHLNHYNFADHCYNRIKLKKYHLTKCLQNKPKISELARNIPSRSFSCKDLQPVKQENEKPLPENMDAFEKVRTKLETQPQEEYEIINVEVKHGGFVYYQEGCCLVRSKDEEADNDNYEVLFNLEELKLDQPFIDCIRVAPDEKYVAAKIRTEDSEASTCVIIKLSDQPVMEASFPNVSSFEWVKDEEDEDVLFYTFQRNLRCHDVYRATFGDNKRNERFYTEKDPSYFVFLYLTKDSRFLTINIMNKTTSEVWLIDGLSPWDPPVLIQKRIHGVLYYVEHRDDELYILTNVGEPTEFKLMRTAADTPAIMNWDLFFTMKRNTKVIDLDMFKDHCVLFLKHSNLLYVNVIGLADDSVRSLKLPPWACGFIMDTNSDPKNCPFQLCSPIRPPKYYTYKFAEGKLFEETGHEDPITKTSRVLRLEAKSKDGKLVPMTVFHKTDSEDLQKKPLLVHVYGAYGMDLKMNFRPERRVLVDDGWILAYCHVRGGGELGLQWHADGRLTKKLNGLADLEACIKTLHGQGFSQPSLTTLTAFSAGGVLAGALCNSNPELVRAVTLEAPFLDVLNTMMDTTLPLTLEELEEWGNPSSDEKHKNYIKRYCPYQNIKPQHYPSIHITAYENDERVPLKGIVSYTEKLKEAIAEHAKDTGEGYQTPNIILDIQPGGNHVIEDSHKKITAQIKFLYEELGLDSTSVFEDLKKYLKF
* marks the source's active call; other numbers are inactive results; nt = not tested or not shown.

SMILES	LYPLA2 inh	PAD4 FP inh	GSTO1 inh	pPAFAH inh	PAFAH1B3 inh	PME-1 inh	PAFAH1B2 FP inh	LYPLA1 counter	PREPL inhibitor
CCOC(=O)C(C)c1nn(C)c(=O)c2ccccc12 (configuration not stated)	2	-5	5	2	6	6	3	3	5
COCCCNC(=O)CN1C(=O)/C(=C/c2ccccc2C)Sc2ccccc21	4	2	6	12	-2	1	1	0	-5
Cc1ccccc1NC(=O)c1ccc([N+](=O)[O-])o1	2	-12	11	0	1	5	3	2	5
O=C(Nc1ccc(Cl)cc1C(=O)N1CCCCC1)c1ccco1	-5	-3	-3	4	4	2	0	-3	4
Cc1csc2ncnc(NNC(=O)c3ccc(Cl)cc3)c12	-4	-5	5	-3	8	-5	5	0	11
NNC(=O)c1ccc(-c2cccc([N+](=O)[O-])c2)o1	2	-2	3	10	12	10	2	-2	23
CCOC(=O)Cc1nnc2c(Nc3ccc(C)cc3)nc3nonc3n12	4	-2	-3	-4	2	0	4	-4	11
CC1(C)Cc2c(cnn2-c2cccc(F)c2)C(NC(=O)c2cc[n+]([O-])cc2)C1 (configuration not stated)	4	-3	-2	0	8	-2	6	-4	-2
Cc1ccc(S(=O)(=O)Cc2cc(F)c([N+](=O)[O-])cc2[N+](=O)[O-])cc1	-6	4	8	2	3	-4	15	-2	16
COc1cccc(/C=N/NC(=O)C(=O)N2CCCC2)c1OC	2	1	6	0	1	3	2	-2	3
CCCCCOc1ccc(N2C(=O)C3C4C=CC(C3C2=O)N(C)C4=O)cc1 (configuration not stated)	1	3	3	2	9	0	-2	1	-6
O=c1[nH]c(/C=C\c2ccc(O)c(Cl)c2)nc(O)c1[N+](=O)[O-]	4	0	4	5	4	-3	-2	-1	7
Cc1ccc2oc(C(F)(F)C(F)F)cc(=O)c2c1	5	1	10	3	5	-6	1	-3	1
CCOC(=O)c1ccc(CC(=O)c2ccc(O)cc2O)o1	5	-19	11	0	0	-10	1	-6	9
CCCOc1ccc(C2C(C(=O)c3ccc(C)o3)=C(O)C(=O)N2Cc2ccco2)cc1 (configuration not stated)	-8	-7	-5	4	11	1	7	-1	16
COc1ccccc1NC(=O)COC(=O)c1ccccc1SCC(=O)N1CCCC1	-2	5	1	-8	-3	9	1	0	15
C/C(=N\N=C(/N)SC1CC(=O)N(c2ccc(Br)cc2)C1=O)c1cccs1 (configuration not stated)	-9	0	34	22	4	4	3	-9	2
Cc1cc(=O)[nH]c(SCC(=O)NC2CCCCC2)n1	6	-7	2	2	-6	-4	2	-4	9
CC(=O)NC12CC3CC(C1)CC(C(=O)N(C)CC(=O)Nc1ccccc1Cl)(C3)C2	2	5	6	-2	0	1	6	1	17
CCc1ccccc1NC(=O)CSC1=C(C#N)C(c2ccc(O)c(OC)c2)C2=C(CCCC2=O)N1 (configuration not stated)	8	4	26	7	4	3	-3	2	8
COc1cccc(/C=N/n2c(SC)nnc2-c2ccccc2)c1OC	0	-7	5	-2	6	-6	-1	-1	-5
CCCC(=O)c1c(NC)cc(C)oc1=O	-2	-2	-1	-5	13	-3	0	-4	3
CCOC(=O)/C(C#N)=C(/C)c1ccc(OC)cc1	5	-2	1	6	3	4	3	4	-2
Cc1cccc(NC(=S)N2CCCC(c3nc4ccccc4[nH]3)C2)c1 (configuration not stated)	0	-1	-6	5	4	-3	1	-4	1
Cc1nccc(-c2ccc3c(c2)OCO3)n1	2	7	12	1	9	-4	2	1	20
(cont.)
SMILES	LYPLA2 inh	PAD4 FP inh	GSTO1 inh	pPAFAH inh	PAFAH1B3 inh	PME-1 inh	PAFAH1B2 FP inh	LYPLA1 counter	PREPL inhibitor
COc1ccc(NC(=O)Nc2cccnc2)cc1	7	1	11	6	6	-2	-2	1	3
Cc1ccc(C(=O)NNC(=O)c2ccc(-n3cncn3)c([N+](=O)[O-])c2)cc1	1	8	9	1	7	10	6	0	11
CCN(CC)CCNC(=O)c1cn(CC)c2ccc(S(=O)(=O)N3CCOCC3)cc2c1=O	1	9	4	-1	0	0	-2	0	9
c1ccc(-n2cnc3cc(NCc4ccncc4)ccc32)cc1	0	-6	17	5	6	-2	10	0	29
Cc1cc(C)c(C)c(S(=O)(=O)N2CCN(CC(=O)NC(=O)NCc3ccccc3)CC2)c1C	9	-1	-3	-1	9	5	1	1	1
COC(=O)CN1C(=O)[C@H]2[C@@H](/C=C/c3ccccc3)N3C(=O)CN(Cc4ccc(-c5ccccc5)cc4)C(=O)[C@@]3(C)[C@H]2C1=O	nt	-2	nt	2	-1	nt	-2	nt	5
CCOc1ccc(NC(=O)CCc2c(C)noc2C)cc1OC	-1	-1	nt	-5	2	-2	-5	3	16
Cc1c(C(=O)NCCN(C)C)oc2ccc(S(=O)(=O)N3CCCC3)cc12	6	2	1	-3	6	8	16	-3	12
CCOc1cc(-c2ccc(N)c(OCC)c2)ccc1N	6	-3	6	11	8	4	2	7	-1
O=C(CSc1nc2ccccc2s1)NCc1ccc2c(c1)OCO2	1	2	10	4	11	0	2	-3	-14
CCCCc1nc2ccccc2[nH]1	6	-1	8	6	4	-2	2	6	-3
CCOC(=O)CSc1ccc2nnc(-c3ccccc3)n2n1	4	0	-1	-1	5	-1	3	-1	2
CC(=O)NC(CC(=O)NCC(=O)Nc1ccc(F)c(F)c1)c1ccccc1 (configuration not stated)	5	5	5	1	2	-3	4	-2	-1
CN1CCN(CC(=O)Nc2ccccc2C(F)(F)F)CC1	6	-5	2	0	2	5	-4	2	5
Cc1ccc(NCc2cccnc2)c(Br)c1	9	4	3	6	-7	-4	1	0	9
CCOC(=O)NNC(=O)NCCCCCCNC(=O)NNC(=O)OCC	0	-2	4	4	8	-7	-1	-1	3
Cc1ccc(-n2ncc3c(=O)n(CC#N)cnc32)cc1C	2	3	-1	6	8	-1	-1	3	19
Cc1ccc(-n2ccnc2SCC(=O)O)cc1C	3	4	19	1	5	-1	4	2	17
CCOC(=O)c1c(C)[nH]c(C)c1S(=O)(=O)NCC1CCN(Cc2cccc(F)c2)CC1	2	1	-4	2	3	6	4	2	2
O=C(Nc1ccc2ncccc2c1)c1ccccc1	-1	-2	-3	1	6	-3	-7	0	6
Cc1cc(C(F)F)n2ncc(C(=O)O)c2n1	-9	0	7	-3	9	1	9	2	9
Cc1ccc(S(=O)(=O)N2CCN(C(=O)COC(=O)CCc3ccccc3)CC2)c(C)c1	6	1	nt	11	11	8	0	4	21
C[C@H](NC(=O)c1nc[nH]c1C(=O)NCCCCCNC(=O)OC(C)(C)C)C(=O)OCc1ccccc1	-9	0	8	6	9	3	3	0	6
Cc1csc(N(C(=O)c2ccc(S(=O)(=O)N(C)C)cc2)c2ccccc2)n1	-3	0	7	-5	5	-8	4	-2	6
CCOc1ccccc1N1CCN(C(=O)CNC(=O)c2ccc(OC)c(OC)c2)CC1	-2	-4	0	0	4	-2	-1	1	11
Next section.
SMILES	LYPLA2 inh	PAD4 FP inh	GSTO1 inh	pPAFAH inh	PAFAH1B3 inh	PME-1 inh	PAFAH1B2 FP inh	LYPLA1 counter	PREPL inhibitor
CCCCn1nc(NC(=O)c2cccs2)c2cc3cc(OC)ccc3nc21	-17	-5	-11	1	4	-11	2	-15	-3
CN(C(=O)c1ccncc1)C1CC(C)(C)N(O)C(C)(C)C1	5	-4	2	1	-5	0	6	2	2
Cc1cc(=O)n2c(n1)NC(Nc1cccc(C)c1C)=NC2c1ccc(F)cc1 (configuration not stated)	0	-1	5	2	nt	0	nt	0	2
Cc1ccc(CSc2nnnn2C)cc1	3	0	-2	4	-1	1	4	0	-6
CCCNS(=O)(=O)c1ccc(CCC(=O)NCc2ccc3c(c2)OCO3)cc1	3	2	-4	8	-2	2	-2	3	0
Cn1c(SCC(=O)N2CCOCC2)nc2c(c1=O)SCC2	-5	-1	-11	2	-7	5	-4	-8	1
COCCNC(=O)C1CCN(C(=O)c2cc3sccc3n2Cc2ccc(F)cc2)CC1	1	-1	-4	5	4	5	0	-1	20
CC(CS(=O)(=O)c1ccccc1[N+](=O)[O-])N1CCOCC1 (configuration not stated)	0	-2	0	-3	8	0	2	1	6
N/C(=N\S(=O)(=O)c1cc(C(F)(F)F)cc(C(F)(F)F)c1)c1cccs1	-4	1	-7	3	2	8	7	1	-1
O=C(Nc1nncs1)c1cccc(S(=O)(=O)N2CCCC2)c1	6	-5	-6	5	15	-4	3	1	-14
COc1ccc(-c2nc(SC(CC(=O)NCCN3CCOCC3)c3cccs3)n[nH]2)cc1 (configuration not stated)	6	3	3	0	12	-4	0	0	1
N#Cc1ccccc1S(=O)(=O)N1CCN(C(=O)[C@H](Cc2ccccc2)NC(=O)c2ccco2)CC1	-2	4	nt	2	-5	4	-1	-6	5
O=C1CCC([N+](=O)[O-])C(c2cc3c(cc2Br)OCO3)N1 (configuration not stated)	9	-1	0	6	6	-7	-2	3	7
CS(=O)(=O)N(Cc1ccc(C(=O)NC2CCCCC2O)cc1)c1ccccc1 (configuration not stated)	12	-2	5	-1	-5	-1	8	1	-9
COc1ccc(CCNC(=O)C(=O)NCc2cccs2)cc1OC	-3	-5	4	0	1	-11	9	2	1
CCN(CC)C(=O)[C@H]1CC(CC(=O)NCCCN(C)C)C(=O)N2CCc3c([nH]c4ccccc34)[C@]12C (some centres not stated)	nt	3	nt	7	6	nt	1	nt	14
COc1ccccc1CNC(=O)C1CCN(S(=O)(=O)N2CC(C)CC(C)C2)CC1 (configuration not stated)	2	-2	-2	5	-4	1	9	3	6
CCn1c2c(c3cc(C(=O)O)ccc31)CCCC2=O	-1	-3	22	-2	5	-13	1	-5	13
Cc1nc2ccccn2c1C(=O)N/N=C/c1cc(C)n(-c2ccc(Br)cc2)c1C	-1	1	-6	20	0	9	6	0	16
COc1ccc(NC(=O)CN2CCN(CC(=O)Nc3ccccc3Cl)CC2)cc1Cl	9	2	7	2	-3	-1	-2	-1	19
COCCn1c(SCC(=O)N2CCC(C)CC2)nc2c([nH]c3ccccc32)c1=O	-3	-1	0	0	9	11	0	-4	4
Cc1ccc(Oc2cc(NC(=O)CCCn3nc([N+](=O)[O-])cc3C)cc([N+](=O)[O-])c2)cc1	-13	-4	-4	21	-12	0	-8	-15	-6
CN(c1ccccc1)S(=O)(=O)c1cccc(NC(=O)COc2ccccc2)c1	-4	-9	nt	-1	4	-6	-5	-8	-17
O=c1[nH]c(/C(Cl)=C/c2c(F)cccc2Cl)nc2cc(Cl)ccc12	1	-4	-8	-4	5	-2	-1	-2	-5
COC(=O)c1ccccc1NC(=O)NCc1c(C)nn(C)c1C	-1	-6	8	3	6	6	0	-5	3
Remaining list, next part.
SMILES	LYPLA2 inh	PAD4 FP inh	GSTO1 inh	pPAFAH inh	PAFAH1B3 inh	PME-1 inh	PAFAH1B2 FP inh	LYPLA1 counter	PREPL inhibitor
Fc1ccccc1N1CCN(CCCNc2ccc3nncn3n2)CC1	0	3	4	3	0	-3	2	1	14
NC(=O)C[N+]1(CC#CC(O)(c2ccccc2)c2ccccc2)CCCC1	1	-4	7	0	1	2	5	2	8
C[C@H](N)C(=O)N1CCC(C(=O)N[C@@H](Cc2ccccc2)C(=O)Nc2ccc(F)cc2)CC1	-1	-6	-3	-1	3	6	0	0	17
O=C(O)CSc1nnc(-c2ccc3c(c2)OCO3)n1-c1ccccc1	2	4	-1	5	8	3	0	3	2
OCCc1c[nH]c2cc(F)ccc12	-1	0	3	-4	8	3	3	-1	-7
COc1cccc(NC(=O)c2cnc(SCC(=O)NCc3ccc4c(c3)OCO4)n(C)c2=O)c1	4	-1	9	-5	2	1	-1	3	-18

These rows are one share of the data; count on the stated rates, not on these rows.
